Screening results from PubChem BioAssay.
H9c2 TAG inh – inhibitors of triacylglycerol accumulation, primary screen, cell-based, uHTS, fluorescence, H9c2. 0.66% of 230,000 active. H9c2 cells, Nile Red lipid (TAG) fluorescence; cells loaded with 200 µM oleic acid. inhibition, % at 12.5 µM;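 active = pattern-corrected inhibition of lipid staining of at least 50% with the nuclear-stain viability signal not falling by more than 50%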;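 note: 0% = DMSO wells and 100% = triacsin C control wells; some results filed as inactive read as strong as hits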
H9c2 TAG inh DAPI viability – also measured in H9c2 TAG inh; calls as there; DAPI nuclei signal change (viability), lower = more cytotoxic, %;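 whole-well DAPI fluorescence read on a plate reader as a viability signal; minus 50 percent equals half of cells still viable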
Active calls of the source: *.

Fields: H9c2 TAG inh, H9c2 TAG inh DAPI viability
[1] O=C(CSc1nnc(-c2ccc(F)cc2)o1)NC1CCCCC1
    0, -3
[2] O=C(COC(=O)/C=C/c1cccc(Br)c1)NC1CCCC1
    -8, -4
[3] COc1ccc2c(c1OC)C(=O)N(c1ccc(C)c(C)c1)C2=O
    -5, -12
[4] CC1(C(=O)NS(=O)(=O)c2ccc(C#N)cc2)CCN1C(=O)c1ccc(C2CCCCC2)cc1 (stereo not given)
    2, -8
[5] Cc1noc(C)c1COc1ccc(C(=O)N2CCN(c3ccccc3O)CC2)cc1
    6, -15
[6] Fc1ccc(-c2csc(/C=C/c3ccc4c(c3)OCO4)n2)cc1
    -2, 14
[7] CC1NC(=O)c2cccnc2-n2c1nc1ccccc1c2=O (stereo not given)
    7, -4
[8] CC(=O)N1CCCc2cc(S(=O)(=O)N3CCN(C4CCCCC4)CC3)ccc21
    5, -12
[9] Cc1cc(C)nc(Nc2nc(C(N)Cc3ccc(Cl)cc3)cs2)n1 (stereo not given)
    16, -2
[10] COc1ccccc1N(C)S(=O)(=O)c1ccc(Cl)c(C(=O)OCc2c(C)noc2C)c1
    -10, -14
[11] CC[C@@]1(C(=O)OC)N[C@H](CN(C)C(=O)C2CCCCC2)[C@@H]2C(=O)N(C)C(=O)[C@@H]21
    5, -12
[12] CC(=O)Nc1cc(-c2ccc(S(C)(=O)=O)cc2)cn2c(-c3ccc(F)cc3)cnc12
    -1, -4
[13] CC(Oc1ccc(Cl)cc1Cl)c1ccnc2nc(N3CCOCC3)nn12 (stereo not given)
    -21, 5
[14] C1=NN(c2ccccc2)C=NN1c1ccccc1
    -20, 3
[15] CN1CCC(C(=O)C(=O)O)C1=O (stereo not given)
    4, -1
[16] CCOC(=O)c1sc2ncnc(OC)c2c1C
    -8, 8
[17] CC1(C)CC(=O)C=C(c2ccc(COC(=O)C(c3ccccc3)c3ccccc3)cc2)C1=O
    1, -6
[18] Cc1ccc(-c2nc3cccnc3s2)cc1NS(=O)(=O)c1cccs1
    -6, 2
[19] COc1cc(S(=O)(=O)NC2CCCCC2C)ccc1F (stereo not given)
    -7, 5
[20] Nc1ccn(CCCN2CCN(C(=O)C3CC3)CC2)c(=O)n1
    -3, 6

Of the compounds above, two contain a thiophene ring, fused or not:
Fields: H9c2 TAG inh, H9c2 TAG inh DAPI viability
[16] CCOC(=O)c1sc2ncnc(OC)c2c1C
    -8, 8
[18] Cc1ccc(-c2nc3cccnc3s2)cc1NS(=O)(=O)c1cccs1
    -6, 2

(listing goes on)
Fields: H9c2 TAG inh, H9c2 TAG inh DAPI viability
[21] CCC(=O)Nc1cccc2c1C(=O)N(C)C2=O
    20, -26
[22] C=CCn1cc(-c2cccc(C(F)(F)F)c2)cc(C#N)c1=O
    -7, 17
[23] Cc1cc(C)nc(NCc2ccc(Cl)cc2)n1
    -5, -3
[24] O=c1[nH]c(=O)n2c(c1-c1ccccc1)OC(CBr)C2 (stereo not given)
    11, -7
[25] COC(=O)N1CCCCC1c1cc(C(=O)NCc2ccccc2)no1 (stereo not given)
    11, -1
[26] CC(NC(=O)COC(=O)c1ccc(N(C)C)cc1)c1ccccc1 (stereo not given)
    14, 2
[27] Nc1ncnc(Oc2cccc3cccnc23)c1[N+](=O)[O-]
    -6, 6
[28] O=C1CCc2ccc(OCCCCN3CCN(c4cccc(Cl)c4Cl)CC3)cc2N1
    -14, 17
[29] Nc1nc(N)nc(-c2ccccc2O)n1
    -4, 2
[30] Cc1ccc(-n2nnnc2SCC(=O)NCC2CCCO2)cc1C (stereo not given)
    -3, 0
[31] CCN1C(=O)[C@H]2[C@@H](c3ccc(Cl)cc3)N3C(=O)CN(CCOC)C(=O)[C@@]3(C)[C@H]2C1=O
    10, 11
[32] Cc1cccc(/C=N/NC(=O)Cc2cccs2)c1
    2, -6
[33] O=C(O)CCCN=CC1=C(O)CNC1=O
    10, -4
[34] COc1ccc(C2CC(c3ccccc3)=NN2C(=O)COC(=O)C2CC2)cc1 (stereo not given)
    13, 2
[35] CC(C)Oc1ccc(OCCCN2CCCCCC2)cc1
    9, -16
[36] Cc1ccc(NC(=O)COc2coc(CN3CCc4ccccc4C3)cc2=O)cc1Cl
    16, -3
[37] CCC(=O)NCc1c(C)c(C)n(Cc2ccccc2)c1-n1cccc1
    -38, -8
[38] CC(C)Nc1nc2n(c(=O)n1)CCN2C(C)C
    2, -2
[39] C[C@@]12CC(=O)NC1N(C(=O)c1ccccc1)C(c1ccccc1OC(=O)c1ccccc1)C2 (stereo not given in full)
    6, -24
[40] COc1ccc(CN2CCNC(=O)C2CC(=O)NCCCn2cccn2)cc1C (stereo not given)
    -6, -2

The list continues:
Fields: H9c2 TAG inh, H9c2 TAG inh DAPI viability
[41] COc1ccc(NC(=O)CN(C)C(=O)c2cc(-c3ccc(Cl)cc3)nc3ccccc23)cc1
    3, 3
[42] CCOc1nc(-c2ccccc2)ccc1-c1noc(-c2ccco2)n1
    2, 14
[43] CSCCC(NC(=O)c1ccccc1)C(=O)N(C)CC(=O)Nc1ccc(N2CCOCC2)cc1 (stereo not given)
    5, -7
[44] COc1ccc(C)cc1N(CC(=O)N1CCCC1)S(C)(=O)=O
    -14, 7
[45] CCOc1ccccc1OCC(=O)NC1CCCCC1
    -18, 15
[46] CC(C)CN(C(=O)CN1CCc2ccccc21)c1c(N)n(CC(C)C)c(=O)[nH]c1=O
    5, 2
[47] O=C(N/N=C/c1c(F)c(F)c(F)c(F)c1F)c1cccc(S(=O)(=O)N2CCOCC2)c1
    3, -4
[48] Cc1nc2nc(SCC(=O)c3ccccc3)[nH]c2cc1Br
    -11, 1
[49] COc1ccc(C(=O)N(C)CC(=O)Nc2cccc(F)c2)cc1S(=O)(=O)NC1CCCC1
    -4, -10
[50] COc1ccc(Nc2n[nH]c(N)c2C(N)=O)cc1
    5, -5
[51] COc1ccc(C(=O)n2nc(C#N)c(C#N)c2N)cc1
    2, 1
[52] Cc1ccc(C2NC(c3ccc(C)cc3)C([N+](=O)[O-])C(C)(C)C2[N+](=O)[O-])cc1 (stereo not given)
    -16, 11
[53] CCC(=O)Nc1ccc(NC(=O)CSc2nnnn2C(C)C)cc1
    -18, -6
[54] CCOC(=O)c1cc2cc3ccccc3cc2[nH]1
    4, -8
[55] COc1ccc(C(=O)N2CC3(C)CC2CC(C)(C)C3)cc1 (stereo not given)
    -32, 29
[56] Nc1cc(=O)[nH]n1C1CCCCC1
    -1, 4
[57] Cc1ccnc(NC(c2ccncc2)c2c(C)[nH]c3ccccc23)c1 (stereo not given)
    -9, 16
[58] CCOc1ccc(Br)cc1S(=O)(=O)Nc1cccc(S(=O)(=O)NC2=NCCC2)c1
    -2, 1
[59] Cn1c(NCc2ccccc2O)nc2ccccc21
    12, -4
[60] COC(=O)c1c(NC(=O)c2ccoc2C)sc(C)c1C
    5, 10

7 compounds drawn at random from those above, as already listed:
Fields: H9c2 TAG inh, H9c2 TAG inh DAPI viability
[22] C=CCn1cc(-c2cccc(C(F)(F)F)c2)cc(C#N)c1=O
    -7, 17
[34] COc1ccc(C2CC(c3ccccc3)=NN2C(=O)COC(=O)C2CC2)cc1 (stereo not given)
    13, 2
[44] COc1ccc(C)cc1N(CC(=O)N1CCCC1)S(C)(=O)=O
    -14, 7
[25] COC(=O)N1CCCCC1c1cc(C(=O)NCc2ccccc2)no1 (stereo not given)
    11, -1
[40] COc1ccc(CN2CCNC(=O)C2CC(=O)NCCCn2cccn2)cc1C (stereo not given)
    -6, -2
[47] O=C(N/N=C/c1c(F)c(F)c(F)c(F)c1F)c1cccc(S(=O)(=O)N2CCOCC2)c1
    3, -4
[13] CC(Oc1ccc(Cl)cc1Cl)c1ccnc2nc(N3CCOCC3)nn12 (stereo not given)
    -21, 5

(next part)
Fields: H9c2 TAG inh, H9c2 TAG inh DAPI viability
[61] CCCCn1nnnc1SCC(=O)Nc1ccc(N(C)C)cc1
    -4, -6
[62] Cc1c(/C=N/NC(=O)c2ccc(Br)o2)cnn1C
    -4, -1
[63] COc1ccccc1NCCC(=O)OCC(=O)Nc1cccc(S(=O)(=O)N(C)C)c1
    4, -4
[64] Cc1ccc(C(C(=O)NC2CCCC2)N2CCc3ccccc32)cc1 (stereo not given)
    -14, -8
[65] C/C(=N\OCC(=O)Nn1c(C)nc2ccccc2c1=O)c1cccs1
    -1, -1

Compound profiles, from the list above. Order of screens: H9c2 TAG inh	H9c2 TAG inh DAPI viability
Cc1ccc(C(C(=O)NC2CCCC2)N2CCc3ccccc32)cc1 (stereo not given) is listed as -14	-8
C/C(=N\OCC(=O)Nn1c(C)nc2ccccc2c1=O)c1cccs1 is listed as -1	-1

The list is partial; the hit share may differ from the screen's.
